CHOP UPR activ = activators of apoptotic CHOP UPR arm, primary screen, cell-based, CHO-CHOP luciferase reporter, luminescence, uHTS; activation, % at 10 µM; UPR activation; percent of tunicamycin response over DMSO baseline; hit rate 0.34% among 330,000;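 active = at 10 µM dose, activation of 40% or more, normalized to positive control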;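 also: 100% = tunicamycin at 10 µg/mL and 0% = DMSO alone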
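measured by = luciferase luminescence | assay system = CHO-CHOP cells, stable luciferase reporter of PERK-eIF2a-CHOP signalling | amount = 500 reporter cells seeded per well | timing = 6 h compound exposure at 37 °C after overnight seeding | controls = positive tunicamycin 10 µg/mL, negative DMSO alone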
Mdm2 MdmX PPI = inhibitors of human Mdm2-MdmX association, primary screen, cell-based, luminescence, split luciferase, SaOS-2, uHTS. hit rate 3% among 330,000. inhibition, % at 8 µM. Protein Mdm4 (Homo sapiens) + E3 ubiquitin-protein ligase Mdm2 (Homo sapiens), …. SaOS-2 split-luciferase Mdm2/MdmX complementation;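 active = inhibition of at least 50% at 8 µM in the primary screen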
Target sequence (O15151 whole entry, looked up): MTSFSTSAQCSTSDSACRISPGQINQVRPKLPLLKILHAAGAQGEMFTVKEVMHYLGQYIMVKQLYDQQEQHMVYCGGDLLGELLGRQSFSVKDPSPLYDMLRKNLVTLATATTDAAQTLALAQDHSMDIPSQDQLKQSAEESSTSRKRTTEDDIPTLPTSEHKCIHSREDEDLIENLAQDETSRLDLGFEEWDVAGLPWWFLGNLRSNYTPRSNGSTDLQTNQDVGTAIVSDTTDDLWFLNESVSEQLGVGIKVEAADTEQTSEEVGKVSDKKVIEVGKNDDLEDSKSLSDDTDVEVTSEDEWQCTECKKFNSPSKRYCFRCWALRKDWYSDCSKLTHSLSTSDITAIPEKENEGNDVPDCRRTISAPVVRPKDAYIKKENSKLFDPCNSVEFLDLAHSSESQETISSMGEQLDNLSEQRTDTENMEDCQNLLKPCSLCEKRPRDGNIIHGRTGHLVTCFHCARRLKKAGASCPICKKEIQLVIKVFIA
Target sequence (Q00987 whole entry, looked up): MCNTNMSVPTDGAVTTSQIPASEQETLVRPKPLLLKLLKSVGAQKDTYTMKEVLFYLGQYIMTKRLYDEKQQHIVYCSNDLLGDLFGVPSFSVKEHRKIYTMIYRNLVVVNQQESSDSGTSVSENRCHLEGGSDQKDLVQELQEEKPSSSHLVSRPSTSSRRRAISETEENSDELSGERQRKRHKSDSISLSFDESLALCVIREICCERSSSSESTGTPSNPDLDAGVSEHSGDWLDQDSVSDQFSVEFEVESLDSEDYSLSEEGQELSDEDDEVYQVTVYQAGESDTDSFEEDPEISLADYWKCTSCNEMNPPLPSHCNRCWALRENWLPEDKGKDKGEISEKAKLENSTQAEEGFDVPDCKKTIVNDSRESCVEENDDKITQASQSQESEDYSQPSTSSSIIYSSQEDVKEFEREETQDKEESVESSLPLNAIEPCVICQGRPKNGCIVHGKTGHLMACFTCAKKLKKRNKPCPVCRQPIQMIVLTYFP
Jurkat NFkB inh = inhibitors of induced NF-kB luciferase reporter, primary screen, TCR NF-kB activation inhibitor project, cell-based, luminescence, uHTS | inhibition, % at 4 µM | Jurkat, PMA/ionomycin-induced NF-kB luciferase reporter | hit rate 0.53% among 330,000; in the data active = inhibition above about 50%
TIM10 inh = growth inhibitors of isogenic TIM10 control yeast, primary screen, counter-screen for tim10-1 yeast inhibitor project, luminescence, uHTS. S. cerevisiae TIM10 strain growth, BacTiter-Glo luminescence, 24 h. hit rate 1.4% among 330,000. inhibition, % at 10 µM;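 active = inhibition of 40% or more at the single tested concentration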;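 also: wild-type TIM10 isogenic control strain grown at permissive 25 °C; 0% = DMSO yeast wells and 100% = minimal medium wells without yeast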
697 NFkB inh = inhibitors of PMA/ionomycin-induced NF-kB reporter, 697 cells, primary screen, B-cell NF-kB inhibitor project, cell-based, luminescence, uHTS | 697 B-cell NF-kB luciferase reporter, 16 h | inhibition, % at 4 µM | hit rate 0.33% among 330,000 | AID 435022, 2010; in the data active = inhibition above about 35%
XBP1 UPR activ = activators of adaptive XBP1 UPR arm, primary screen, cell-based, CHO-XBP1 luciferase reporter, luminescence, uHTS; IRE1-XBP1 UPR activation; percent of tunicamycin response, DMSO as zero; activation, % at 20 µM; hit rate 0.33% among 330,000;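 active = versus positive control, 20 µM dose yields 30% or more activation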;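 also: 100% = tunicamycin at 10 µg/mL and 0% = DMSO only wells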
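assay system = CHO-XBP1 luciferase reporter cells | amount = 1000 cells/well | buffer or medium = F12 plus 10% FBS | compound dosing = single point, 20 µM final compound, 1% DMSO | incubation = 16-18 h cell attachment at 37 °C, then 6 h compound exposure | detection = Steady-Glo luminescence read | controls = tunicamycin 10 µg/mL and vehicle-only wells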
tim23-1 inh = growth inhibitors of tim23-1 mutant yeast, primary screen, luminescence, uHTS; inhibition, % at 20 µM; AID 463212, 2010; hit rate 1.3% among 330,000; S. cerevisiae tim23-1 growth, BacTiter-Glo luminescence, 24 h;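 active = growth inhibition of the mutant yeast at or above 50%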;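 also: temperature-sensitive mutant grown at 25 °C; plate controls were DMSO-treated mutant yeast for no effect and medium wells lacking yeast for full effect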
tim10-1 inh = growth inhibitors of tim10-1 mutant yeast, primary screen, luminescence, uHTS | S. cerevisiae tim10-1 ts strain growth, BacTiter-Glo, 24 h | inhibition, % at 20 µM | hit rate 2.2% among 330,000;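 active = inhibition of at least 40%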;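 also: mutant grown at 25 °C; 0% = DMSO wells with yeast and 100% = wells holding no yeast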
Starred values were filed as active, the others as inactive.

SMILES	CHOP UPR activ	Mdm2 MdmX PPI	Jurkat NFkB inh	TIM10 inh	697 NFkB inh	XBP1 UPR activ	tim23-1 inh	tim10-1 inh
Cc1ccc2[nH]c(=O)c(CN(Cc3cccs3)C(=S)NCc3ccco3)cc2c1	-1.9	18	0	5	22	-3	17	18
CC(=O)Nc1cccc(C(=O)NCC2(N3CCCCC3)CCCCC2)c1	-1.4	-12	-6	12	25	-1	10	0
Cc1ccc(NC(=O)CC2NCCN(Cc3ccccc3)C2=O)cc1 (stereo not drawn)	0.5	-18	-18	-2	-6	3	22	3
COc1ccccc1N1CCN(CCCCOc2c(OC)cccc2OC)CC1	-1.9	12	0	-23	18	7	3	6
O=C(CNC(=O)c1ccc(Br)o1)NCc1ccc(Cl)cc1Cl	2.9	3	5	-5	-1	-2	4	-16
Nc1nonc1-n1nnc(C(=O)c2ccccc2)c1-c1ccccc1	4.0	5	-24	3	-5	-1	35	41*
C[C@H](NC(=O)c1[nH]cnc1C(=O)Nc1cccc(Cl)c1)c1ccccc1	-0.8	34	-10	9	-2	-2	25	12
CCOC(=O)c1c(C)[nH]c(C(=O)COC(=O)c2ccc(O)cc2)c1C	2.8	-12	-8	-22	14	-1	-8	-19
CCOC(=O)C1=C(C)N(C)C(=S)N(C)C1c1ccc(OC)cc1 (stereo not drawn)	-1.6	1	3	13	0	0	23	32
Cc1c(C(=O)N(Cc2ccccc2)C(C)C)oc2ccc(S(=O)(=O)N3CCOCC3)cc12	1.9	13	6	16	-29	-8	24	20
Cc1cc(C)n(-c2nc3c(c(=O)[nH]c(=O)n3C)n2Cc2ccc(F)cc2)n1	1.3	-4	5	12	-2	-2	22	15
COc1ccc(CCN(Cc2cc3ccc(C)cc3[nH]c2=O)C(C)=O)cc1OC	0.7	7	7	8	-5	-2	13	3
CC1(c2ccc(OC(F)F)cc2)NC(=O)N(CC(=O)Nc2cccc(S(N)(=O)=O)c2)C1=O (stereo not drawn)	-0.6	-6	0	-11	0	-3	4	-5
Fc1cccc(CNc2ncnc3cc(Cl)ccc23)c1F	2.2	28	25	13	-21	-3	60*	18
COc1ccc(S(=O)(=O)NCCc2nnc3ccc(SCC(=O)Nc4nc(C)cs4)nn23)cc1	-1.1	8	-8	-2	-4	-4	5	3

Entries of single compounds as entered above. Screens in order: CHOP UPR activ	Mdm2 MdmX PPI	Jurkat NFkB inh	TIM10 inh	697 NFkB inh	XBP1 UPR activ	tim23-1 inh	tim10-1 inh
Results for `COc1ccc(S(=O)(=O)NCCc2nnc3ccc(SCC(=O)Nc4nc(C)cs4)nn23)cc1` : -1.1	8	-8	-2	-4	-4	5	3
Results for `Cc1cc(C)n(-c2nc3c(c(=O)[nH]c(=O)n3C)n2Cc2ccc(F)cc2)n1` : 1.3	-4	5	12	-2	-2	22	15
Results for `CCOC(=O)c1c(C)[nH]c(C(=O)COC(=O)c2ccc(O)cc2)c1C` : 2.8	-12	-8	-22	14	-1	-8	-19
Results for `CCOC(=O)C1=C(C)N(C)C(=S)N(C)C1c1ccc(OC)cc1` (stereo not drawn) : -1.6	1	3	13	0	0	23	32

Ordered by molecular weight (largest number first): some entries from above.
SMILES	CHOP UPR activ	Mdm2 MdmX PPI	Jurkat NFkB inh	TIM10 inh	697 NFkB inh	XBP1 UPR activ	tim23-1 inh	tim10-1 inh
Cc1ccc2[nH]c(=O)c(CN(Cc3cccs3)C(=S)NCc3ccco3)cc2c1	-1.9	18	0	5	22	-3	17	18
Cc1cc(C)n(-c2nc3c(c(=O)[nH]c(=O)n3C)n2Cc2ccc(F)cc2)n1	1.3	-4	5	12	-2	-2	22	15
Cc1ccc(NC(=O)CC2NCCN(Cc3ccccc3)C2=O)cc1 (stereo not drawn)	0.5	-18	-18	-2	-6	3	22	3
Fc1cccc(CNc2ncnc3cc(Cl)ccc23)c1F	2.2	28	25	13	-21	-3	60*	18

Additional results
SMILES	CHOP UPR activ	Mdm2 MdmX PPI	Jurkat NFkB inh	TIM10 inh	697 NFkB inh	XBP1 UPR activ	tim23-1 inh	tim10-1 inh
COc1ccc(C)c2sc(N(CCN(C)C)C(=O)c3ccc4ccccc4c3)nc12	4.4	23	-10	33	-42	0	28	44*
CC12CCC(C(=O)Nc3cccc(NC(=O)C45CCC(C)(C(=O)O4)C5(C)C)n3)(OC1=O)C2(C)C	-0.6	-21	-10	32	18	0	10	32
CC1(C(=O)CSc2ncn[nH]2)CCC(=O)O1 (stereo not drawn)	-1.8	-5	-8	-8	-8	-4	-2	-7
CC1(C)C(=O)Nc2ccccc2N1C(=O)COC(=O)/C=C/c1ccc(OC(F)F)cc1	2.5	30	-3	-5	2	2	11	9
Cc1ccc(NC(=O)CCNS(=O)(=O)c2cccc3nsnc23)cc1	2.7	29	13	7	8	-1	10	14
CC(=O)NC(NC(=S)Nc1ccc(N=Nc2ccccc2)cc1)C(Cl)(Cl)Cl (stereo not drawn)	2.5	28	2	6	-13	8	0	11
CCN(CC)c1ccc(-c2nc3cnccc3n2C)cc1	4.2	-32	-129	1	-147	1	20	28
CCOc1ccc(N(CC(=O)Nc2ccccc2)S(C)(=O)=O)cc1	-0.1	6	-2	1	1	1	0	3
Clc1ccccc1OCc1nnc(-c2ccccc2Br)o1	5.1	-158	-105	36	-126	2	48	49*
COC(=O)Cc1ccc(NC(=S)NCCC(C)C)cc1	2.5	12	-18	14	-13	3	1	20
O=C(Nc1ccc(Cl)c(S(=O)(=O)N2CCCCC2)c1)c1cccnc1	-2.1	10	0	16	-6	-4	11	20
COc1ccc(/C(C)=N/NC(=O)c2sccc2-n2cccc2)cc1	0.9	27	-14	11	-13	-2	-2	8
Cc1sc2ncnc(-n3cnc4ccccc43)c2c1C	0.9	46	7	-7	8	1	6	13
COc1ccc(NC(=O)N(Cc2ccc(C)cc2)Cc2ccccn2)c(OC)c1	1.2	13	7	-3	-33	0	28	34
O=S(=O)(NCc1ccncc1)c1ccc(S(=O)(=O)NCC2CCCO2)cc1 (stereo not drawn)	-1.2	-10	-4	8	-23	0	-2	-9
Cc1cn(-c2cccnc2)c(C)c1CNC[C@H]1O[C@@H](n2cnc3c(N)ncnc32)[C@H](O)[C@@H]1O	0.6	0	-2	-9	-7	-2	-7	1
Cc1ccc(CCNC(=O)C2CCN(S(=O)(=O)N3CCOCC3)CC2)cc1	1.7	1	5	5	16	2	7	21
CCCC(C(=O)n1nc(C)cc1C)C(NS(=O)(=O)c1ccc(C)cc1)c1ccccc1 (stereo not drawn)	0.4	41	2	20	12	-1	38	37
Cc1cc(C)cc(OC(=O)c2cccnc2)c1	2.3	-15	0	7	-1	-2	19	16
CCCCn1c(N)c(N(CCOC)C(=O)c2sc3cc(F)ccc3c2Cl)c(=O)[nH]c1=O	-0.7	16	4	2	-5	1	5	8
Clc1ccc(Cn2ncc3c(NCc4cccnc4)ncnc32)cc1	-0.9	21	-10	11	7	-2	-1	13
COc1ccc(C)cc1NC(=O)CSc1cccc[n+]1[O-]	0.3	-18	8	1	3	0	8	4
O=C(C1CCCO1)N1CCN(C(=S)Nc2ccc(Cl)cc2Cl)CC1 (stereo not drawn)	-3.5	2	2	-12	-6	1	20	12
CC(NC(=O)CC1SC(N)=NC1=O)c1ccccc1 (stereo not drawn)	0.6	36	-1	4	-16	-1	14	-10
COc1cccc(NC(=O)CN(C)CC(=O)Nc2ccc(Cl)cc2[N+](=O)[O-])c1	1.1	35	8	-12	26	-1	-38	-19
CC(C)Oc1ccc(CNC(=O)C2CCCN(S(=O)(=O)N3CCOCC3)C2)cc1 (stereo not drawn)	2.5	26	1	1	14	-3	8	20
CN1CCc2c(sc3c2C(=O)NC(c2cccs2)N3)C1 (stereo not drawn)	1.8	14	-28	-1	-20	-2	-6	-6
N/C(CC(=O)Nc1cc(C(F)(F)F)ccc1Cl)=N\O	-1.3	19	-19	15	14	2	14	24
CCCCN(C)C(=O)c1cn(CC)c2nc(C)ccc2c1=O	-1.8	0	-13	-19	9	-2	19	7
CN(Cc1cccc(-n2cccn2)c1)Cc1cn(C)nc1-c1ccccc1F	-1.8	10	-10	-18	-23	-3	2	8
Cc1ccc2oc3c(SCc4nc5ccccc5[nH]4)nc(C)nc3c2c1	0.9	13	4	10	10	4	44	25
Cc1cc(C)c(OCC(=O)NCC(c2ccco2)N2CCCCC2)c(C)c1 (stereo not drawn)	-1.2	-3	5	6	2	0	4	21
CCN(CC)C(=O)Cn1cc(S(=O)(=O)CC(=O)NC2CCCCC2)c2ccccc21	0.3	-12	-4	-13	8	0	3	-9
CCOc1nc(C)ccc1-c1noc(-c2ccccn2)n1	1.9	-1	-6	16	4	8	12	11
COc1cc(-c2nc(-c3ccccc3)c(-c3ccc(F)cc3)[nH]2)cc2c1OCO2	0.6	31	20	14	4	0	-6	4
NC(=O)c1ccc(NC(=O)CSc2nc3ccccc3c(=O)n2CCCN2CCOCC2)cc1	-0.2	19	-2	-4	28	2	1	-3
CCN(CC(=O)NC(C)(C)C)C(=O)COc1c(Cl)cc(Cl)c2ccc(C)nc12	-1.1	35	-1	19	3	0	30	22
O=C(CCNC(=O)c1ccc([N+](=O)[O-])cc1)Nc1ccccc1N1CCCCC1	0.3	-1	14	-9	15	0	20	9
CN(C(=S)Nc1ccc(Oc2ccccc2)cc1)C1CCCCC1	1.0	8	7	27	-7	-1	21	40*
Cc1cc(C)cc(NC(=O)N(CCC#N)Cc2cccs2)c1	-1.0	2	12	18	5	2	9	19
COc1cc(C(=O)NCc2nnc(SCC(=O)NC3CCCC3)o2)cc(OC)c1OC	-0.6	3	5	8	-19	-4	13	32
C=CCn1c(SCC(=O)NCC(c2ccccc2)N(C)C)nnc1C1CCCCC1 (stereo not drawn)	-0.1	5	5	3	10	-2	-11	-3

Not a hit list. About 6.6% of those tested had a hit in this group.
